# Compound activity as filed in PubChem.
# ULK1 primary = ULK1 kinase inhibitors, primary screen, biochemical, AlphaScreen; AlphaScreen Atg13 phosphorylation by ULK1, luminescence; inhibition, % at 5.96 µM; 30,000 tested, 1.9% active; in the data active = inhibition above about 43%;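 note: 0% = median of compound wells and 100% = no enzyme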
# ASK1 primary = ASK1 kinase inhibitors, primary screen, biochemical, AlphaScreen. Mitogen-activated protein kinase kinase kinase 5 (Homo sapiens), Q99683. AlphaScreen MKK6 phosphorylation by ASK1, luminescence. inhibition, % at 7.44 µM. 22,000 tested, 0.99% active; in the data active = inhibition above about 35%;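 note: 0% = median of compound wells and 100% = no enzyme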
# Target sequence (Q99683 whole entry, looked up): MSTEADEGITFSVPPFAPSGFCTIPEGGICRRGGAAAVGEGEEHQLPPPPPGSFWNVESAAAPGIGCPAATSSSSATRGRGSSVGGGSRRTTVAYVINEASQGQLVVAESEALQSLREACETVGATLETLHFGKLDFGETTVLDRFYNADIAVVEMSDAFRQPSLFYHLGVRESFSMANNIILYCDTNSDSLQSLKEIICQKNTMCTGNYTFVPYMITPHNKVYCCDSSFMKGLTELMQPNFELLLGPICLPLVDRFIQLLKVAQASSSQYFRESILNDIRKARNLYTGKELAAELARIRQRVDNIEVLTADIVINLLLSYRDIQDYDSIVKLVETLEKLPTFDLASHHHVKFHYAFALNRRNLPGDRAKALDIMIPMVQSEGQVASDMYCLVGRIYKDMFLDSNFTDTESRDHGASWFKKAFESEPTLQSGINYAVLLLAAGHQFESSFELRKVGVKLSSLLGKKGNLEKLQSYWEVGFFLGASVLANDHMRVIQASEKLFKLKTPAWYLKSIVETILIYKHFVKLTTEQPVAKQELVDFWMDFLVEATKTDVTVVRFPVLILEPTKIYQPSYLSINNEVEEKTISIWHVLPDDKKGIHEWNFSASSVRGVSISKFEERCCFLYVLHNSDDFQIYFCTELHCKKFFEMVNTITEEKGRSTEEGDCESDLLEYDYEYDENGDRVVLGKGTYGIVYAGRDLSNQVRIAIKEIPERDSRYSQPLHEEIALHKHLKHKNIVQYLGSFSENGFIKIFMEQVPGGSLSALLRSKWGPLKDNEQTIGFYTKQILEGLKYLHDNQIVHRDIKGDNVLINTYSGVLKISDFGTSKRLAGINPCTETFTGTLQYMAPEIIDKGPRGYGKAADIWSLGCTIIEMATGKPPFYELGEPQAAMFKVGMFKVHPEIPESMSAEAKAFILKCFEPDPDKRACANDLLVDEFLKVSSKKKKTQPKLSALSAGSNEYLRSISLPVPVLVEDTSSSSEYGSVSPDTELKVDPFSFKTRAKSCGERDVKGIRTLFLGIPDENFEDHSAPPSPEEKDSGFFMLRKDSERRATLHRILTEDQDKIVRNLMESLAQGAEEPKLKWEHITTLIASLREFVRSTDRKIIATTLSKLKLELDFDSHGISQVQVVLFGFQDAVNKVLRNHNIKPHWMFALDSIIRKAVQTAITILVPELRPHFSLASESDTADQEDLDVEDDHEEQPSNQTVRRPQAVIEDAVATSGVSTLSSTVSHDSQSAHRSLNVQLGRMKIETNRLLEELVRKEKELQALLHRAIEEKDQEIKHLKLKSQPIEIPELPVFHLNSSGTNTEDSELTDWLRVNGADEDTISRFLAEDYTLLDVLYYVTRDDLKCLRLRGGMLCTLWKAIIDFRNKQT
# The depositor's hits bear a star; / = not tested or not shown; & = joins results of further samples.
ASK1 primary | ULK1 primary | SMILES
/ | -1 | CN1C(=O)CC(c2ccccc2)C1=O (centres undefined)
3 | -2 | CCCNc1nc(-c2ccc(OC)cc2)nc2c1ncn2C(C)C
/ | 7 | CCN(CC)C(=O)/C(=C\c1ccc(OC)c(OC)c1)n1ccccc1=O
-5 | -9 | CCNc1nc(NCc2cccnc2)c2ncn(-c3ccccc3)c2n1
-18 | -2 | O=C(NCC(O)c1ccc(Cl)cc1)c1cn(-c2ccc3[nH]ncc3c2)nn1 (centres undefined)
-1 | 9 | COc1ccc(Nc2nc(NCCc3ccccn3)c3[nH]cnc3n2)cn1
-8 | -25 | Cc1nn(C)c(C)c1-c1cc(NCc2ccccc2)ncn1
7 | -5 | COc1ccc(CCNC(=O)c2cc(Nc3ccc(N4CCOCC4)cc3)nc3ccccc23)cc1
/ | 8 | CCCOc1ccc(S(=O)(=O)N2C(=O)CC(=O)N(Cc3ccc(OC)cc3)C2=O)cc1
4 | -6 | CCn1cc(NC(=O)C2CC(c3ccccc3O)=NO2)cn1 (centres undefined)
-10 | -34 | Cc1nn(C)c(C)c1-c1nc(NCCc2ccc(O)cc2)c2ncn(Cc3ccc(C(F)(F)F)cc3)c2n1
6 | -4 | CC(C)N(CCNC(=O)c1cccc(NCCCN2CCCC2=O)c1)C(C)C
45* | 16 | FC(F)(F)c1cc(-c2ccnc(Nc3ccc(N4CCOCC4)cc3)n2)cc(N2CCOCC2)c1
-5 | -1 | COc1ccc(-c2nc(NCc3cccc(C(F)(F)F)c3)c3ncn(CCN4CCCC4=O)c3n2)cc1
-3 | -10 | NC(=O)c1cc(N2CCC(N3CCOCC3)CC2)nc2ccccc12
-11 | -10 | CCN(CC)c1nc(NCc2nc3ccccc3[nH]2)nc(Nc2ccc3ncccc3c2)n1
0 | -7 | Cc1ncn(-c2ccc(Nc3nccc(-c4ccc(Oc5ccccc5)c(C#N)c4)n3)cc2)n1
1 | -56 | FC(F)(F)c1ccc(Cn2cnc3c(NCCN4CCOCC4)nc(-c4ccccc4)nc32)cc1
-17 | -41 | Oc1ccc(CCNc2nc(Cl)nc3c2ncn3-c2ccsc2)cc1
13 | -26 | COc1cc(Nc2nc(Nc3ccc(C(F)(F)F)cc3)nc3c2ncn3Cc2ccc(C(F)(F)F)cc2)cc(OC)c1OC
-2 | -1 | O=C(NCCN1CCOCC1)c1cnc(NCc2ccc3c(c2)OCO3)s1
4 | 10 | COc1ccc(CCNC(=O)c2cnc(-c3ccc(OC)nc3)s2)cc1
15 | -9 | CNC(=O)c1ccccc1Nc1cc(NC(=O)Cc2c(Cl)cccc2Cl)ncc1C(F)(F)F
-1 | 3 | NC(=O)c1ccc(-c2nc(NCCOc3ccccc3)c3[nH]cnc3n2)cc1
7 | -1 | CCN(CC)c1nc(NCCc2ccc(O)cc2)nc(N2CCN(Cc3ccc4c(c3)OCO4)CC2)n1
-12 | -6 | O=C(NC1CCN(Cc2ccccc2)CC1)c1cccc(NCc2cccnc2)n1
/ | -6 | c1ccc(CNc2cc(-c3cccnc3)nc(-c3cccnc3)n2)cc1
3 | 9 | O=C(Nc1cc(-c2ccncc2)cc2cccnc12)C1COc2ccccc2O1 (centres undefined)
18 | -14 | CC(C)n1cnc2c(NCCc3ccc(O)cc3)nc(N3CCN(Cc4ccc5c(c4)OCO5)CC3)nc21
-1 | 1 | COc1cc(-c2cn[nH]c2)ccc1NC(=O)[C@@H]1Cc2ccccc2C(=O)N1
/ | -10 | COc1cc(S(N)(=O)=O)cc(C(=O)O)c1OC
3 | 8 | CC(=O)c1cccc(-c2nccc(NCCO)n2)c1
7 | -8 | c1ccc(Nc2nc(-c3ccc(N4CCOCC4)nc3)nc3nc[nH]c23)cc1
/ | -3 | COC(CNc1cc(-c2ccccn2)nc(-c2cccnc2)n1)OC
/ | 4 | C[C@]12CCC(=O)C=C1CC[C@@H]1[C@@H]2[C@@H](O)C[C@@]2(C)[C@H]1CC[C@]2(O)C(=O)COC(=O)CCC(=O)O
29 | 10 | Nc1nc(NCCOc2ccccc2)cc(Nc2ccc(N3CCOCC3)cc2)n1
-8 | -2 | Cc1cccc(NC(=O)C2CCC(CC[Si](C)(C)C)O2)c1N1CCC2(CC1)OCCO2 (centres undefined)
/ | 11 | O=C(CN1C(=O)NC2(CCN(Cc3ccccc3)CC2)C1=O)Nc1cccc(F)c1
25 | 16 | COc1cc(NC(=O)C2CCN(c3ccc(Nc4cnccn4)nn3)CC2)cc(OC)c1OC
0 | -21 | O=C1CCCN1CCCNc1nc(-c2ccccc2)nc2c1ncn2-c1ccsc1

# Part of the list above in another layout.
# Results follow in this order: ASK1 primary	ULK1 primary
O=C(CN1C(=O)NC2(CCN(Cc3ccccc3)CC2)C1=O)Nc1cccc(F)c1
    /	11
Nc1nc(NCCOc2ccccc2)cc(Nc2ccc(N3CCOCC3)cc2)n1
    29	10
Cc1cccc(NC(=O)C2CCC(CC[Si](C)(C)C)O2)c1N1CCC2(CC1)OCCO2 (centres undefined)
    -8	-2
CC(=O)c1cccc(-c2nccc(NCCO)n2)c1
    3	8
C[C@]12CCC(=O)C=C1CC[C@@H]1[C@@H]2[C@@H](O)C[C@@]2(C)[C@H]1CC[C@]2(O)C(=O)COC(=O)CCC(=O)O
    /	4
NC(=O)c1ccc(-c2nc(NCCOc3ccccc3)c3[nH]cnc3n2)cc1
    -1	3

# Other results
ASK1 primary | ULK1 primary | SMILES
16 | -7 | CCCNc1nc(N2CCCC(C(=O)N(CC)CC)C2)nc2c1ncn2Cc1ccc(C(F)(F)F)cc1 (centres undefined)
7 | -22 | Cn1c(Nc2nc(Nc3ccccc3)c3ncn(CCN4CCCC4=O)c3n2)nc2ccccc21
-3 | 8 | CC(C)n1c(-c2ccc(C(=O)N3CCN(C)CC3)cc2)nc2c(NC3CCN(Cc4ccccc4)CC3)ncnc21
/ | -12 | Fc1ccccc1-c1cc(NCCCN2CCOCC2)nc(-c2ccncc2)n1
/ | 4 | CCC(=O)N/N=C(\C)CC(=O)Nc1cc(Cl)ccc1OC
3 | 13 | CC(C)n1cnc2c(NCc3cccnc3)nc(Nc3nccc4ccccc34)nc21
/ | -12 | COc1ccc(/C=N/NC(=O)c2ccncc2)c(C(=O)O)c1OC
3 | 40 | Nc1nc(Nc2ccc3ncccc3c2)nc2nc[nH]c12
-12 | 3 | c1ccc(N2CCN(c3nc4ncnc(NC5CC5)c4[nH]3)CC2)nc1
-23 | 0 | CC(C)N(CCNC(=O)c1cnc(Nc2ccncn2)s1)C(C)C
15 | -5 | C=CCN1CCN(c2c(Cl)cccc2NC(=O)c2ccc(Br)o2)CC1C (centres undefined)
/ | 5 | Cn1c(=O)cc(N2CCCC2)n(Cc2ccc(F)cc2F)c1=O
13 | 13 | CNC(=O)c1cncnc1Nc1cc(Nc2ccc3c(c2)CC(=O)N3)ncc1C(F)(F)F
10 | -18 | COc1ccc(CCNc2cc(-c3ccc(C(N)=O)cc3)nc(N)n2)cc1
-17 | 7 | OCC1CCCN1c1nc2ncnc(NCc3nc4ccccc4[nH]3)c2[nH]1 (centres undefined)
/ | -11 | O=S(=O)(Nc1ccc(Br)cc1)c1ccc2c(c1)OCCCO2
-9 | -7 | Oc1ccc(CCNc2cc(NC3CCC(O)CC3)ncn2)cc1 (centres undefined)
/ | 2 | Cc1c(C(=O)NCc2ccc(F)cc2)sc2nc(-c3ccccc3)cn12
/ | -15 | C=CC[C@@H]1/C=C(\C)C[C@H](C)C[C@H](OC)[C@H]2OC(O)(C(=O)C(=O)N3CCCC[C@H]3C(=O)O[C@H](/C(C)=C/[C@@H]3CC[C@@H](O)[C@H](OC)C3)[C@H](C)[C@@H](O)CC1=O)[C@H](C)C[C@@H]2OC
-6 | -19 | COc1ccccc1C1CN(Cc2ccccc2)CC1C(=O)Nc1ccc2[nH]ncc2c1 (centres undefined)
-2 | -3 | Nc1cccc(-c2nc(C(=O)Nc3ccccc3)cs2)c1
7 | -10 | COc1ccc(-c2cc(Nc3ccc(N4CCOCC4)cc3)nc(N)n2)cc1
-4 | 12 | COc1nc(Nc2ccc(Oc3ccccc3)cc2)nc(-c2ccc(C(=O)NC3CC3)cc2)n1
-12 | -6 | CCNc1cccc(C(=O)NC2CCN(Cc3ccccc3)CC2)n1
-8 | 1 | Cc1nn(C)c(C)c1-c1ccc(C(=O)NCc2nc3ccccc3[nH]2)s1
-6 | 4 | Cc1ccc(-c2ncn(-c3ccc(Nc4nccc(-c5cccc(-n6cccn6)c5)n4)cc3)n2)cn1
/ | 3 | COc1cc(/C=N/NC(=O)c2cc(C)[nH]n2)ccc1OC(=O)c1ccc([N+](=O)[O-])cc1
-1 | 3 | COc1nc(Nc2ccccc2)nc(-c2cccc(C(C)=O)c2)n1
39* | -33 | CN(C)c1cc(F)cc(-c2ccnc(Nc3ccc(-n4cnc(N5CCC(O)CC5)n4)cc3)n2)c1
8 | 4 | C=C(F)CN1CCN(c2c(F)cccc2NC(=O)c2ccc(Br)o2)CC1
15&5 | -1&0 | c1ccc(Nc2cc(Nc3ccc(N4CCOCC4)cc3)ncn2)cc1
-19 | 9 | O=C(NCc1ccccc1)c1csc(-c2csc3ccccc23)n1
8 | 10 | COc1ccc2c(c1)CC(C(=O)Nc1ccc(-c3cn[nH]c3)cc1OCCN)CO2 (centres undefined)
3 | 8 | O=C1CCN(c2c(NC(=O)c3ccc(Br)o3)ccc(F)c2F)CC1
-10 | -3 | COc1ccc(CCNC(=O)c2cccc(-c3cccc(C(C)=O)c3)c2)cc1
-7 | 3 | O=C(Nc1ccccc1)c1cccc(N2CCC(N3CCOCC3)CC2)n1
-17 | -2 | O=C(/C=C/c1ccccc1F)Nc1ccc2[nH]ncc2c1
-24 | -6 | NC(C(=O)N1CCN(C(=O)c2ccc3[nH]ncc3c2)CC1)c1ccc(F)cc1 (centres undefined)
/ | -15 | CC(C)C(=O)NNC(=O)c1c(O)c2ccccc2[nH]c1=O
3 | 1 | CC(C)N(CCNC(=O)c1cc(Cl)nc2ccccc12)C(C)C
14 | 0 | c1cc(-c2ccc3nonc3c2)nc(Nc2ccc(N3CCOCC3)cc2)n1
-2 | -4 | FC(F)(F)c1cccc(CNc2nc(N3CCOCC3)nc3nc[nH]c23)c1
12 | 53* | CNC(=O)c1ccccc1Nc1cc(NC(=O)Cc2ccccc2F)ncc1C(F)(F)F
/ | -18 | CC(=O)Nc1cccc(O)c1
-15 | 10 | O=C(NC1CCN(Cc2ccccc2)CC1)c1ccc2nc(Nc3ccccn3)sc2c1
9 | 6 | CC(C)N(CCNc1ncnc2nc(Nc3ccccc3)[nH]c12)C(C)C
3 | 14 | O=C(Cc1cn(-c2ccc(Oc3ccccc3)nn2)c2ccccc12)NCc1nc2ccccc2[nH]1
11 | -9 | COc1cc(NC(=O)c2cc(Cl)nc3ccccc23)cc(OC)c1OC
1 | 10 | CN(C)C(=O)c1cc(-c2cn[nH]c2)ccc1NC(=O)[C@@H]1COc2ccccc2O1
-9 | 52* | CC(C)n1cnc2c(Nc3ccccc3)nc(Nc3cccnc3)nc21
/ | -4 | O=c1c2ncccc2n(Cc2ccccc2Cl)c(=O)n1Cc1ccc2c(c1)OCO2
/ | -2 | COc1ccc(C(=O)Nc2cccc(-n3c(C)nc4ncccc4c3=O)c2)cc1OC
-8 | 2 | O=C(NC1CC1)c1ccc(-c2nc(Nc3ccccc3)c3[nH]cnc3n2)cc1
/ | 1 | Cc1ccc(C(=O)O)c(C(=O)Nc2sc3c(c2C#N)CCCC3)c1
-7 | 1 | CCNc1ccc(N2CCC(C(=O)NCCN3CCOCC3)CC2)nn1
7 | 5 | COc1nc(NCc2cccnc2)nc(-c2c(C)nn(C)c2C)n1
4 | -48 | COc1ccc2c(c1)CC(c1nc(Nc3ccc4[nH]ncc4c3)c3cc(OC)ccc3n1)CO2 (centres undefined)
6 | -6 | CN(CCc1ccccc1)c1nccc(Nc2ccncn2)n1
5 | -18 | Cc1ncn(-c2ccc(Nc3cc(-c4cccc(N5CCOCC5)c4)ccn3)cc2)n1
1 | -39 | OCCNc1nc(Nc2ccc(C(F)(F)F)cc2)nc2c1ncn2Cc1ccc(C(F)(F)F)cc1

# Arranged by the number under ASK1 primary (high to low): 3 of the compounds above.
SMILES	ASK1 primary
CN(CCc1ccccc1)c1nccc(Nc2ccncn2)n1	6
COc1ccc(Nc2nc(NCCc3ccccn3)c3[nH]cnc3n2)cn1	-1
Cc1nn(C)c(C)c1-c1nc(NCCc2ccc(O)cc2)c2ncn(Cc3ccc(C(F)(F)F)cc3)c2n1	-10

# Continuation.
ASK1 primary | ULK1 primary | SMILES
-3 | -10 | CC(C)n1cnc2c(Nc3ccccc3)nc(-c3csc4ccccc34)nc21
-8 | -2 | CCCNc1ncnc2c1nc(N1CCN(Cc3ccc4c(c3)OCO4)CC1)n2C(C)C
/ | 0 | CC[N+](C)(CC)CCOC(=O)C1c2ccccc2Oc2ccccc21
2 | -12 | c1ccc(Oc2ccc(Nc3cc(N4CCOCC4)ncn3)cc2)cc1
12 | 1 | Clc1ccccc1Nc1cc(Nc2ccccc2Cl)ncn1
-23 | -12 | N[C@@H](c1ccccc1)c1nc(-c2ccc(-c3ccncc3)cc2)no1
/ | -9 | CCCc1nnc(-c2cc3ccccc3n2Cc2cccc(C)c2)o1
/ | 10 | C[C@@H]1C[C@H]2[C@@H]3CCC4=CC(=O)C=C[C@]4(C)[C@@]3(F)[C@@H](O)C[C@]2(C)[C@@]1(O)C(=O)COP(=O)(O)O
1 | -4 | O=C(Cc1cn(-c2ccc(NCCCN3CCCC3=O)nn2)c2ccccc12)NC1CCN(Cc2ccccc2)CC1
2 | 6 | CC(=O)Nc1ccc(Nc2ncnc3nc(Nc4ccccn4)[nH]c23)cc1
5 | 0 | O=C(Cc1cn(-c2ccc(Nc3ccc(C(F)(F)F)cc3)nn2)c2ccccc12)NCc1cccc(C(F)(F)F)c1
-7 | -32 | CCN(CC)c1nc(NCc2cccc(C(F)(F)F)c2)nc(N2CCCC2CO)n1 (centres undefined)
-16 | -17 | CN1CCN(C(=O)c2ccc(-c3nc(NCc4cccc(C(F)(F)F)c4)c4ncn(C5CCCCC5)c4n3)cc2)CC1
0 | 0 | NC(=O)c1ccc(-c2cccs2)s1
11 | 11 | Cn1c(Nc2nc(Nc3ccc4c(c3)OCO4)c3ncn(-c4ccsc4)c3n2)nc2ccccc21

# An unsorted share of the library; about 2.8% have a hit in one of these screens.
